mIAP act: increases mouse intestinal alkaline phosphatase activity; muIAP, CDP-Star luminescence, 30 min; active compounds read high; 1 = vehicle-only enzyme signal, 0 = enzyme-free wells; activation factor at 10 µM; 330,000 compounds, 0.24% hits; AID 2805;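 active = activation factor of at least 2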; note: the source names both 10 and 20 µM as test concentration; values of inactives mirror those of a sister screen read the other way
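Assay system: mouse IAP enzyme / Compound: DMSO-dissolved test compounds / Timing: 30 min, room temperature / Measured by: luminescence from enzymatic CDP-Star hydrolysis / Control set: DMSO-only wells, enzyme-free buffer wells as negative control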
hIAP inh: human IAP inhibition; P09923; purified IAP, CDP-Star luminescence, 30 min; inhibition, % at 10 µM; 330,000 compounds, 0.12% hits;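 active = inhibition reaching a set limit with compound at 10 µM in the primary screen, cut at about 35% in these data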;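 note: plate controls were DMSO wells with enzyme for no effect and no-enzyme buffer wells for full effect; values of inactives mirror those of a sister screen read the other way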
APOBEC3A inh: blocks human APOBEC3A ssDNA deamination; P31941; recombinant A3A, FAM/TAMRA ssDNA deamination fluorescence; inhibition, % at 20 µM; 330,000 compounds, 0.41% hits;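 active = at least 40% inhibition at 20 µM here, with at most 30% in a related deaminase screen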;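 note: plate controls were A3A with DMSO for no effect and wells lacking A3A enzyme for full effect; some results filed as inactive read as strong as hits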
Target sequence (P31941 whole entry, looked up): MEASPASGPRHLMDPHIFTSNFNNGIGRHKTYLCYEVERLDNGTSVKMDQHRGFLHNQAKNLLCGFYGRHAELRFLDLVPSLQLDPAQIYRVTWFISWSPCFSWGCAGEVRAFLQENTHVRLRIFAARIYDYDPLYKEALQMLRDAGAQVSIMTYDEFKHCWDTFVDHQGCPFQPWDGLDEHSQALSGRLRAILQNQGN
ATG4B inh: inhibitors of human ATG4B cysteine protease; ATG4B cleavage of LC3-PLA2, NBD-HPC fluorescence, 1 h; inhibition, % at 8.33 µM; 340,000 compounds, 0.51% hits; in the data active = inhibition above about 40%
HKDC1 inhibitor: blocks human hexokinase HKDC1 activity; AID 493160; inhibition, % at 20 µM; 340,000 compounds, 0.16% hits; recombinant HKDC1, G6PDH/diaphorase resazurin coupled fluorescence; Q2TB90;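 active = inhibition above about 35% when tested at 20 µM, limit read from the data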;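 note: plate controls were DMSO wells with enzyme for no effect and DMSO wells lacking enzyme for full effect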
Target sequence (Q2TB90 whole entry, looked up): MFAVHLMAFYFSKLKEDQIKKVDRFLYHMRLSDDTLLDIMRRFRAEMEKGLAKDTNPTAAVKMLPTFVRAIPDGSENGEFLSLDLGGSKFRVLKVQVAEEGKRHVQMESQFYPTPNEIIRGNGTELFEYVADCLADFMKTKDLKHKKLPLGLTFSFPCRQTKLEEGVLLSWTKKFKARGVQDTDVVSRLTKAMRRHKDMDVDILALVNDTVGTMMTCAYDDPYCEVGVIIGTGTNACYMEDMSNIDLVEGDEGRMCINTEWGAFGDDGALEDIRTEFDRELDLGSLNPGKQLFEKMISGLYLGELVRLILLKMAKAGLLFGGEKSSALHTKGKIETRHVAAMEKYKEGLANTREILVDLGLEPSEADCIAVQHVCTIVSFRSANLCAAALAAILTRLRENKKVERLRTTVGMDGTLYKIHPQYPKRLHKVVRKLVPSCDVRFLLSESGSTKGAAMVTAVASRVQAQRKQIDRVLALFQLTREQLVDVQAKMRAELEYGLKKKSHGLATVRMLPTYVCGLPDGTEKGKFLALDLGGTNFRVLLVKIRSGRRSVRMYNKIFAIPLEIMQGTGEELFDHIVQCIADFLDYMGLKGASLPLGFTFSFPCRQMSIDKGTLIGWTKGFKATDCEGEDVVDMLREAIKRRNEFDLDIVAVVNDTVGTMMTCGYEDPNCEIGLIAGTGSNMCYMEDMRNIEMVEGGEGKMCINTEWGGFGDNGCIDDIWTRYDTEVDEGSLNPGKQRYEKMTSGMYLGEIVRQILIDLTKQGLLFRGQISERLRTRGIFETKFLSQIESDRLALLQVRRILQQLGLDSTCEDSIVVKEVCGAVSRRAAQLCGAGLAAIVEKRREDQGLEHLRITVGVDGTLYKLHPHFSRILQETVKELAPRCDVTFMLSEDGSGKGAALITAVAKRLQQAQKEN
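test system = in-house recombinant HK5 (HKDC1) enzyme | amount = HKDC1 at 5 µg/mL | control set = DMSO-enzyme wells negative, buffer-substituted wells positive | compound = one dose of 20 µM, 1% DMSO | schedule = reaction time 90 min, room temperature, protected from light | technique = resorufin fluorescence at 613 nm | reagent = glucose with 1 mM ATP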
hIAP activ: human IAP activation | 330,000 compounds, 0.16% hits | AID 2524 | purified human IAP, CDP-Star luminescence, 30 min; active compounds read high; 1 = vehicle-only enzyme, 0 = enzyme-free background | activation factor at 10 µM | P09923;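 active = activation factor of the enzyme at least 2-fold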; note: the source names both 10 and 20 µM as test concentration; values of inactives mirror those of a sister screen read the other way
PfGluPho inh: PfG6PD (Plasmodium falciparum) enzyme inhibition; PfGluPho enzyme, NADPH resazurin-diaphorase fluorescence; inhibition, % at 20 µM; 350,000 compounds, 0.78% hits; AID 504690;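 active = inhibition reaching at least a set limit at 20 µM in the primary screen, cut at about 59% in these data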;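 note: 0% = DMSO wells with substrate and 100% = DMSO wells lacking glucose-6-phosphate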
mIAP inh: mouse IAP inhibition; purified mouse IAP, CDP-Star luminescence, 30 min; inhibition, % at 10 µM; 330,000 compounds, 0.2% hits; AID 2806;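 active = inhibition of at least 40% at 10 µM in the primary screen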;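 note: plate controls were DMSO with enzyme for no effect and no enzyme wells for full effect; values of inactives mirror those of a sister screen read the other way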
Starred values were filed as active, the others as inactive.

SMILES	mIAP act	hIAP inh	APOBEC3A inh	ATG4B inh	HKDC1 inhibitor	hIAP activ	PfGluPho inh	mIAP inh
Cc1cccc(N2CC(C(=O)Nc3ccccc3N3CCCC3)CC2=O)c1C (stereo not given)	1	10	-7	1	-3	0.9	13	-1
CCCc1cc(=O)[nH]c(SCC(=O)N2CCC(C)CC2)n1	0.93	0	-4	-5	-2	1	-1	7
CC(C(=O)Nc1ccon1)N1C(=O)c2ccccc2S1(=O)=O (stereo not given)	1.1	-34	-3	-2	-2	1.3	6	-9
CCOC(=O)C1(CCSC)NC(c2ccco2)C2C(=O)N(CC)C(=O)C21 (stereo not given)	1	0	-1	8	-1	1	-4	-1
S=C(NC1CCCCC1)NC1CC2C=CC1C2 (stereo not given)	1.3	0	-11	-4	-3	0.99	-1	-25
O=C(C1=C[C@H](c2csc3ccccc23)C[C@H](OCc2ccc(CO)cc2)O1)N1CCN(Cc2ccc3c(c2)OCO3)CC1	1.1	-24	-3	-31	-1	1.2	11	-10
Cc1cc(NC(=O)Cc2c(F)cccc2Cl)no1	0.97	-1	-1	1	-13	1	-8	3
Cc1cc2cc(C)c(SCC(=O)NCc3ccco3)nc2cc1C	0.87	11	-3	1	-5	0.89	7	13
O=C(Nc1nc2cc3c(cc2s1)OCCO3)c1ccc([N+](=O)[O-])o1	0.93	20	-1	-1	1	0.8	12	7
CC(C)(C)NC(=O)C(c1ccncc1)N(C(=O)Cn1nnc(-c2ccc(F)cc2)n1)c1ccccc1 (stereo not given)	0.99	24	-6	-4	-1	0.76	4	1
CC(C)OC(=O)CC(=O)CSc1nc(-c2ccc(F)cc2)cc(-c2ccccc2)c1C#N	0.92	24	-4	-6	-6	0.76	18	8
COc1ccc(CCC(=O)Nc2ccc(S(=O)(=O)N3CCOCC3)cc2)cc1	1	3	-1	-4	0	0.97	-8	-4
Cc1cc(C)nc(SCc2cc(=O)c(OC(=O)c3ccc(Br)o3)co2)n1	0.91	5	2	-1	-5	0.95	1	9
Cc1cc(OCC(O)CN2CCc3ccccc3C2)cc(C(C)C)c1 (stereo not given)	1.1	-19	3	11	2	1.2	-8	-7
CS(=O)(=O)N1CCc2cc(C(=O)O)ccc21	1.1	1	-7	7	-4	0.99	-7	-6
O=C1CC(N2CCN(S(=O)(=O)c3cccc(C(F)(F)F)c3)CC2)C(=O)N1Cc1ccccc1 (stereo not given)	1.1	24	-2	-17	3	0.76	0	-10
Cc1ccc(S(=O)(=O)NCCCN2CCOCC2)c(C)c1	0.99	1	1	-3	-9	0.99	-10	1
Nc1cc(Cl)ccc1Oc1ccccc1	0.98	6	-2	1	5	0.94	8	2
C=CCn1cnc2c(oc3ccccc32)c1=O	0.92	13	-3	0	-1	0.87	-9	8
NS(=O)(=O)c1ccc(S(=O)(=O)c2ccccc2)nc1	0.96	-10	1	-5	-2	1.1	4	4
NC(=O)c1ccc(N2CCCCCC2)c([N+](=O)[O-])c1	0.83	4	0	68*	1	0.95	1	16
N#C/C(=N\Nc1cccc(C(F)(F)F)c1)C(=O)c1csc(-c2cccnc2)n1	0.96	12	-2	27	7	0.88	-35	4
COCCNc1nnc(SCC(=O)Nc2nnc(-c3ccccc3)o2)s1	0.96	8	-3	-8	-2	0.92	-13	4
CCOc1ccc(CCNC(=O)CSCC(=O)Nc2cccc(C)c2)cc1OCC	1	6	0	-6	1	0.94	-3	-4
CN(C)S(=O)(=O)c1ccc(C(=O)NCCSc2ccccc2)cc1	1	-16	-1	-1	-10	1.2	-11	-2
O=C(COc1ccc(Cl)cc1Br)Nc1ccncc1	1.1	2	-3	-7	-5	0.98	7	-6
CCOC(=O)c1cnc(SCC(=O)NCc2ccco2)nc1N	0.94	-11	3	-7	-4	1.1	-3	6
CC(Sc1nnc(Cc2cccs2)n1C)C(=O)Nc1ccc(C(N)=O)cc1 (stereo not given)	0.9	-7	-6	-2	-5	1.1	6	10
Cn1c(=O)cc2c3c(c(N4CCCCC4)ccc31)C(=O)c1ccccc1-2	1	22	2	-1	22	0.78	-4	0
CC(C)c1ccc(N(CC(=O)NCCSCc2ccco2)S(C)(=O)=O)cc1	0.99	-14	2	-17	-8	1.1	23	1
Cc1cccc(-c2nnc(SCC(=O)c3ccc(O)cc3O)n2C)c1	1	13	1	-6	-2	0.87	18	-1
COc1ccc(S(=O)(=O)Cc2ccc(C(=O)N3CCN(c4cccc(C)c4)C(C)C3)o2)cc1 (stereo not given)	1.1	-4	0	-11	7	1	3	-7
C=CCc1c(C)nc(C)nc1N/N=C/c1ccccc1	1.1	-16	2	-5	-8	1.2	33	-5
COc1ccc(C(=O)NCC(=O)OCc2cccc(Br)c2)cc1	1.1	-8	-6	-1	-4	1.1	0	-11
O=C(CSc1ncnc2c1cnn2Cc1ccccc1)Nc1ccc2c(c1)OCCO2	0.97	-2	-5	0	0	1	19	2
O=C(NC1CCCC1)c1ccc2c(c1)N(Cc1ccc(F)cc1)CCS2	1.1	39*	1	-4	2	0.61	43	-14
COC(=O)Cc1ccc(NC(=S)NCCCO)cc1	1	8	-1	-4	-5	0.92	16	-2
COc1ccc(CC(=O)NCCS(=O)(=O)N2CCN(c3ccc(F)cc3)CC2)cc1OC	0.99	-7	-2	-8	-6	1.1	8	1
CC(C)(C)c1ccc(S(=O)(=O)N2CCN(c3ncccn3)CC2)cc1	0.97	-11	4	6	-5	1.1	-26	3
COc1ccc(-n2c(SCC(=O)Nc3nccs3)nc3c(c2=O)SCC3)cc1	0.99	-3	-3	-7	-4	1	14	1
CN(C)CCOC(=O)NC12CC3CC(CC(C3)C1)C2	1	-22	-4	0	-4	1.2	-3	0
COC(=O)c1ccc(S(=O)(=O)c2ccc(C(=O)OC)s2)s1	0.92	10	5	-19	5	0.9	6	8
CC1(C)CC(=O)C2=C(C1)OC(N)=C(C#N)C2c1ccccc1 (stereo not given)	1	6	-2	0	-7	0.94	-3	-1
CSc1nc(NS(=O)(=O)c2cc(C)c(Cl)cc2Cl)nn1C	1	-1	5	8	-5	1	14	-2
O=C(/C(=N/O)n1cncn1)c1ccccc1Cl	1.1	17	3	3	-5	0.83	-4	-8
O=C(Nc1ccc(Cl)c(Cl)c1)N1CC=C(c2ccccc2)CC1	1.9	-6	0	-9	4	1.1	2	-87
COCCn1c(SCC(=O)Nc2nnc(C)s2)nnc1-c1ccoc1C	1.1	-15	1	10	-24	1.1	-8	-8
C=CCN(C(=O)c1csnn1)C(C(=O)NC1CCCCC1)c1ccccc1F (stereo not given)	1	15	2	-6	-7	0.85	5	-3
O=C(COC(=O)c1cncc(Br)c1)NCC12CC3CC(CC(C3)C1)C2	1.1	16	2	-2	0	0.84	7	-7
Cc1cc(Cl)ccc1OCC(=O)NCCOC(=O)Nc1sc(=S)n(C)c1C	0.94	14	-4	-8	-3	0.86	4	6
COc1ccc(-n2c(Cc3cccn3C)nnc2SCC(=O)NCC2CCCO2)cc1 (stereo not given)	0.89	13	-3	6	5	0.87	-2	11
Cc1cccc(N2CCN(C(=O)c3cccc(NC4=NC5CS(=O)(=O)CC5S4)c3)CC2)c1C (stereo not given)	0.89	12	-5	-25	-1	0.88	8	11
O=C(COc1ccc2c(-c3ccccc3)cc(=O)oc2c1)NC(Cc1c[nH]c2ccccc12)C(=O)O (stereo not given)	0.84	12	-3	-4	3	0.88	-7	16
Nc1ccccc1C(=O)NNC(=O)C(=O)/C=C(\O)c1ccccc1	0.66	-12	-1	-2	3	1.1	-1	34
CCO[C@H]1OC(C(=O)N2CCN(Cc3ccccc3)CC2)=C[C@@H](C2CCCCC2)[C@@H]1CCCO	0.91	-2	-4	-11	-2	1	4	9
Clc1cc2cccnc2c2ncccc12	1.2	-39	0	-10	9	1.4	-10	-17
O=c1c(Cc2ccc(F)cc2)c(O)ccn1CCc1ccccn1	1	0	-6	0	14	1	11	-3
COC(=O)[C@]1(Cc2ccccc2)N[C@H](CN(C)S(=O)(=O)c2ccc(C(C)(C)C)cc2)[C@@H]2C(=O)N(C)C(=O)[C@@H]21	1.1	-7	0	17	-1	1.1	21	-8
CN(C(=O)c1ccccc1[N+](=O)[O-])c1ccccc1C(=O)NCc1ccccc1	0.98	-19	-4	-2	-3	1.2	1	2
Oc1ccccc1/C=C/c1noc(-c2ccccc2O)n1	1.1	0	2	9	-4	1	2	-7

Other records follow:
SMILES	mIAP act	hIAP inh	APOBEC3A inh	ATG4B inh	HKDC1 inhibitor	hIAP activ	PfGluPho inh	mIAP inh
Cc1ccc(CNC(=O)c2ccc(N3CCC4(CC3)CC(c3cccc(Br)c3)=NO4)c(NC(=O)c3ccc(Br)cc3)c2)cc1	0.95	7	0	-10	-5	0.93	5	5
CC(=O)Nc1ccc(S(=O)(=O)N(C)CC(=O)OCC(=O)N2CCCC2=O)cc1	0.96	8	6	-5	-3	0.92	1	4
O=C1C2CC=CCC2C(=O)N1CC(=O)N(Cc1ccccc1)C1CCS(=O)(=O)C1 (stereo not given)	1	12	2	-4	-3	0.88	-8	-4
Cc1c(-n2c(CN3C(=O)c4ccccc4C3=O)nc3ccccc3c2=O)c(=O)n(-c2ccccc2)n1C	0.95	-2	0	-2	-3	1	-3	5
O=C1CCC(C(=O)NCCN2C(=O)S/C(=C\c3cccnc3)C2=O)=NN1	0.92	-30	12	-5	1	1.3	23	8
COC(=O)C(NC(=O)c1ccccc1)c1ccccc1 (stereo not given)	0.91	2	0	-6	-12	0.97	-2	9
CCc1cc2c(=O)c(-c3ccon3)c(N)oc2cc1OC	1	7	-2	-13	-11	0.93	12	-3
CCOc1ccc(Nc2ccc3nonc3c2[N+](=O)[O-])cc1	0.97	21	3	0	5	0.79	-9	2
CSc1nc2ccc(NC(=O)c3c(F)cccc3F)cc2s1	1.1	-3	1	-3	-5	1	18	-10
COc1ccccc1Oc1ncnc2c1oc1ccccc12	0.95	-6	-2	-12	-8	1.1	5	5
CCCCS(=O)(=O)N1CCN(S(=O)(=O)c2ccc(Cl)s2)CC1	1	-13	-5	-2	-4	1.1	-8	-4
NS(=O)(=O)c1ccc(CCNC(=O)Nc2ccc(Cl)cc2)cc1	1.3	4	-1	-12	-2	0.95	6	-26
CC1CC(C)CN(C(=O)CCc2nnc3ccc(N4CCCCC4)nn23)C1 (stereo not given)	1	-18	-2	5	-4	1.2	-5	-2
COc1ccc(NC(=O)Cn2nnc(C(=O)NCc3ccc(C)cc3)c2N)cc1OC	0.97	-10	1	4	-4	1.1	-3	3

Reformatted with two lines to a compound: 7 of the compounds above.
Results follow in this order: mIAP act | hIAP inh | APOBEC3A inh | ATG4B inh | HKDC1 inhibitor | hIAP activ | PfGluPho inh | mIAP inh
> Nc1ccccc1C(=O)NNC(=O)C(=O)/C=C(\O)c1ccccc1
  0.66 | -12 | -1 | -2 | 3 | 1.1 | -1 | 34
> CCO[C@H]1OC(C(=O)N2CCN(Cc3ccccc3)CC2)=C[C@@H](C2CCCCC2)[C@@H]1CCCO
  0.91 | -2 | -4 | -11 | -2 | 1 | 4 | 9
> Clc1cc2cccnc2c2ncccc12
  1.2 | -39 | 0 | -10 | 9 | 1.4 | -10 | -17
> O=c1c(Cc2ccc(F)cc2)c(O)ccn1CCc1ccccn1
  1 | 0 | -6 | 0 | 14 | 1 | 11 | -3
> COC(=O)[C@]1(Cc2ccccc2)N[C@H](CN(C)S(=O)(=O)c2ccc(C(C)(C)C)cc2)[C@@H]2C(=O)N(C)C(=O)[C@@H]21
  1.1 | -7 | 0 | 17 | -1 | 1.1 | 21 | -8
> CN(C(=O)c1ccccc1[N+](=O)[O-])c1ccccc1C(=O)NCc1ccccc1
  0.98 | -19 | -4 | -2 | -3 | 1.2 | 1 | 2
> Oc1ccccc1/C=C/c1noc(-c2ccccc2O)n1
  1.1 | 0 | 2 | 9 | -4 | 1 | 2 | -7

Screening results from PubChem BioAssay.
